High-throughput results: PubChem, National Center for Advancing Translational Sciences (NCATS)
RXFP1 antagonist – qHTS Assay for Antagonists of the Relaxin Receptor RXFP1; HEK293-RXFP1, relaxin-stimulated cAMP HTRF, 30 min; stronger effect = lower value; activity change, negative = inhibition, % at 57.5 µM; 350,000 tested, 0.59% active;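 active means activity change of -60% or lower, but not beyond a set lower limit; inconclusive means change between -60% and -40%, or beyond the set limit; inactive means change above -40%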; further: on the % scale 0 is the no-effect control and ±100 the full control effect
Apoferritin bind – qHTS Assay for Identification of Novel General Anesthetics; Ferritin light chain (Equus caballus), P02791; apoferritin/1-aminoanthracene competitive binding, fluorescence; Potency, µM (highest dose often 77.5 µM), without a hit: at the highest dose activity change, negative = displacement, hits mostly inhibitors; 350,000 tested, 0.074% active; further: potency means the concentration at half of the fitted maximal effect; on the % scale 0 is the no-effect control and ±100 the full control effect; nearly all actives have a fitted effect of over 20% in size
Target sequence (P02791 2-175 limits assumed): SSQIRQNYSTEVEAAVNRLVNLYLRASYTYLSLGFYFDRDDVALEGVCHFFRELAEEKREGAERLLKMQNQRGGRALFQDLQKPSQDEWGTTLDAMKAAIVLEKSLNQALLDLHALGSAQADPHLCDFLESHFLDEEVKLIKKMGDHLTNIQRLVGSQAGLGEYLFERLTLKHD
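Concentration-response curves derived by four-parameter Hill fitting of normalized fluorescence, where compounds displaced 1-AMA from 10 uM horse apoferritin following a brief 10 min room-temperature incubation; propofol titration acted as positive control.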
TRHR PAM – qHTS for Small Molecule Agonists and Allosteric Enhancers of Human TRH Receptor: Primary Screen for Enhancers; Thyrotropin-releasing hormone receptor (Homo sapiens), P34981; TRHR cells, fluo-8 calcium fluorescence, EC20 TRH enhancement; enhancement, % at 2 µM; 360,000 tested, 0.66% active; AID 493056, 2011; in the data active means enhancement above about 30%; further: 0% is about no effect
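Enhancer read-out: after compound pinning and an initial kinetic agonist-mode read, an EC20 of TRH (10 nM final) was injected and fluo-8 calcium signal (Ex 480/Em 530) followed at 1 s/cycle for 100 cycles in TRHR-expressing cells.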
RXFP1 agonist – qHTS Assay for Agonists of the Relaxin Receptor RXFP1; 370,000 tested, 0.3% active; AID 2676, 2010; Potency, µM (highest dose often 57.5 µM), for inactives: at the top dose activation, usual class: activators; HEK293T-RXFP1 cAMP TR-FRET, 30 min; response scale: percent of porcine relaxin response, buffer zero; Relaxin receptor 1 (Homo sapiens), Q9HBX9; further: potency means the concentration at half of the fitted maximal effect; on the % scale 0 is the no-effect control and ±100 the full control effect; nearly all actives have a fitted effect of over 60% in size; many of its hits are not listed in these tables
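cAMP rise read by TR-FRET after 30 min, 37C compound exposure (up to 58 uM) in RXFP1-transfected HEK293 cells with Ro 20174 present. EC50 from Hill-equation fits, with 29 nM porcine relaxin as 100% and buffer as basal.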
D1 PAM – Potentiators of Human D1 Dopamine Receptor: qHTS | D(1A) dopamine receptor (Homo sapiens), P21728 | HEK293 TREx D1 cells, calcium flux, dopamine EC20 potentiation | potentiation, % at 10 µM | 360,000 tested, 0.036% active; in the data active means potentiation above about 30%; further: 0% is about no effect
Target sequence (P21728 whole entry, looked up): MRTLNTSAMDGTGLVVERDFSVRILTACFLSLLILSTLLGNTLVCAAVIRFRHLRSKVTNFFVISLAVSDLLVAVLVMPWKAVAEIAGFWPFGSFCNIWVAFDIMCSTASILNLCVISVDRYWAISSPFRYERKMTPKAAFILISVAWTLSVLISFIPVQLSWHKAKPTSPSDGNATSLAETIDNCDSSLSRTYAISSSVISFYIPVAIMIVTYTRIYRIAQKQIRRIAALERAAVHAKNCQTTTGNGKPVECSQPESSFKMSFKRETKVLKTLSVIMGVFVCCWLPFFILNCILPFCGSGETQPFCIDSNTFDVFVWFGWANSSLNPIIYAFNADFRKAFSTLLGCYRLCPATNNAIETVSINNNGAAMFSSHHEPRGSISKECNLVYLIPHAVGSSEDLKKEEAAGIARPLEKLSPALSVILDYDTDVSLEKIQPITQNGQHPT
D2 potentiator – HTS Assay for Positive Allosteric Modulators of the Human D2 Dopamine Receptor: Primary Screen for Potentiators. potentiation, % at 10 µM. 340,000 tested, 0.34% active. HEK293 T-REx D2, calcium flux, EC20 dopamine potentiation. AID 485347, 2010. D(2) dopamine receptor (Homo sapiens), P14416;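 active means potentiation over 3 SD above the plate norm, cut at about 30% in these data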; further: 0% is about no effect
Target sequence (P14416 whole entry, looked up): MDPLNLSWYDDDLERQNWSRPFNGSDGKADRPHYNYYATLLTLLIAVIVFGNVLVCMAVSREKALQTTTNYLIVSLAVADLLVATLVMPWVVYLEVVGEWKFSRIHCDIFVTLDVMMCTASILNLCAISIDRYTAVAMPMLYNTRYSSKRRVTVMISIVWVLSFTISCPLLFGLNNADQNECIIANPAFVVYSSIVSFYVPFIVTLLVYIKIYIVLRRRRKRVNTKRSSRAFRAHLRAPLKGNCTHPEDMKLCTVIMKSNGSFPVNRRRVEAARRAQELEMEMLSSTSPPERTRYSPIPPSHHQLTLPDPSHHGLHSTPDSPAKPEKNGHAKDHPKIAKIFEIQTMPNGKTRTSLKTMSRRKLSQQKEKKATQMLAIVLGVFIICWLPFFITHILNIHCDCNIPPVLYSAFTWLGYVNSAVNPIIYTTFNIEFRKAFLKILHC
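Potentiation of an EC20 dopamine calcium response is measured in a force-coupled, tetracycline-inducible Hek293 Trex D2 line. Compound-only kinetic reads over 180 s flag agonists before dopamine addition.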
TRHR agonist – qHTS for Small Molecule Agonists and Allosteric Enhancers of Human TRH Receptor: Primary Screen for Agonists. Thyrotropin-releasing hormone receptor (Homo sapiens), P34981. activation, % at 2 µM. TRHR cells, calcium flux fluo-8, FDSS agonist mode. 360,000 tested, 0.18% active; in the data active means activation above about 30%; further: 0% is about no effect
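Fluo-8-loaded TRHR cells; 10 s baseline, compound added, kinetic Ca2+ fluorescence read 1/s, agonist mode.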
D1 antagonist – Antagonist of Human D 1 Dopamine Receptor: qHTS; AID 504652, 2011; 360,000 tested, 3.2% active; activity change, negative = inhibition, % at 10 µM; HEK293 TREx D1 cells, calcium flux, dopamine EC80; stronger effect = lower value; D(1A) dopamine receptor (Homo sapiens), P21728; in the data active means activity change below about -30%; further: on the % scale 0 is the no-effect control and ±100 the full control effect
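Allosteric or orthosteric antagonism assessed as attenuation of the calcium response to EC80 dopamine, added 180 s after compound, in induced HEK293 Trex D1 cells loaded with no-wash calcium dye.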
D1 ag – Allosteric Agonists of the Human D1 Dopamine Receptor: qHTS; D(1A) dopamine receptor (Homo sapiens), P21728; HEK293 T-REx D1 cells, calcium flux, agonist mode; activation, % at 2 µM; 360,000 tested, 1% active; in the data active means activation above about 30%; further: 0% is about no effect
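Tetracycline-induced HEK293 TREx D1 cells, force-coupled to calcium signalling, were dye-loaded with a no-wash calcium kit. Compound was pin-added after a 10 s baseline. Fluorescence was read kinetically at 1 cycle/s for 180 s, with calcium rises flagged as agonism.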
An asterisk follows results filed as active; ? = inconclusive; / = not tested or not shown; & = joins results of further samples; [ ] = another dose, or the depositor's remark. Unless noted, the call rests on the fitted dose curve; in most records, active means well fitted curve in the direction sought with a large enough effect; inconclusive means small, poorly fitted or top-dose-only effect, or another doubt; inactive means no such curve, though single readings can be large; an effect the other way counts as inactive or inconclusive. This is a subset; rates above refer to the full screens.

Value order – RXFP1 antagonist	Apoferritin bind	TRHR PAM	RXFP1 agonist	D1 PAM	D2 potentiator	TRHR agonist	D1 antagonist	D1 ag
(1) Cc1ccc(N2CCCC2=O)cc1S(=O)(=O)N1CCOCC1
    -5	0%	-1	-0.5%	-5	13	0.2	-18	3
(2) O=C(Nc1cc(C(F)(F)F)ccc1Cl)c1cccnc1
    0	-9%	9	0.8%	-1	4	0.2	-13	0
(3) Cc1ccc(S(=O)(=O)Nc2ccsc2C#N)cc1
    -4	1%	-2	3.0%	-3	-1	0.7	7	1
(4) Fc1ccc(-c2nc3ccccc3[nH]2)cc1
    -4	-8%	0	-1.1%	-4	/	-0.1	7	0
(5) CN1/C(=C\C(=O)c2ccco2)c2ccccc2CC1(C)C
    17	?	1	-0.8%	11	-5	0.3	-4	1
(6) CCCN(CCC)C(=O)Cn1c(=O)n(-c2ccc(Cl)c(Cl)c2)c(=O)c2c(C)c(C(=O)N(C)C)sc21
    4	-4%	-9	-0.9%	0	4	-0.3	9	0
(7) NC(=O)c1ccccc1NC(=O)CCCCCn1nnc2ccccc2c1=O
    -6	-10%	-2	0.1%	-9	3	-0.6	-25	4
(8) Cc1nc(NC(=O)CSc2nnnn2Cc2ccccc2)sc1C
    -9	?	-7	0.5%	-5	-6	-0.7	3	2
(9) Cc1cccc(N2C(=O)N3[C@H](c4ccc(Br)cc4)[C@@H]4C(=O)N(C(C)(C)C)C(=O)[C@@H]4[C@]3(Cc3ccc(Cl)cc3)C2=O)c1
    /	-2%	6	-0.1%	0	4	2.0	-7	4
(10) CCc1cccc(CC)c1NC(=O)C1CCN(C(=O)c2ccco2)CC1
    -7	4%	2	3.6%	4	7	0.2	7	2
(11) O=C(/C=C/c1ccc(F)cc1)NC(=S)N1CCCCC1c1cccnc1 (stereo not drawn)
    -2	4%	-1	1.5%	0	15	-1.1	-1	-1
(12) COc1cccc(-n2cnc(=O)c3cccnc32)c1
    6	-7%	-3	-0.5%	-11	8	0.0	-2	1
(13) Cc1cc(C)cc(NC(=O)CSc2c(C(C)C)cnc3c2c(=O)n(C)c(=O)n3C)c1
    -5	3%	-8	1.6%	3	-1	-0.8	-2	0
(14) COc1cccc(-n2nnc3c(=O)n(CC(=O)N4CCC(Cc5ccccc5)CC4)cnc32)c1
    0	?	3	1.0%	-3	5	0.6	-8	1
(15) CCOC(=O)C1CCN(C(=O)CCc2c(C)nc3cc(-c4ccccc4)nn3c2C)CC1
    /	-5%	-12	1.6%	-7	6	0.3	-3	0
(16) N#Cc1ccc(CN(c2ccncc2)S(=O)(=O)c2ccccc2)cc1
    -3	-4%	11	-4.8%	-1	-11	-0.7	-3	3
(17) O=C(CSCc1ccc([N+](=O)[O-])cc1)NC1CCCCCC1
    -7	?	1	-2.3%	-2	-3	-1.5	-22	2
(18) CCOC(=O)c1ccccc1NC(=O)C1CCN(c2ncnc3sc(C)c(C)c23)CC1
    12	/	2	2.1%	-2	-18	-0.8	-2	-2
(19) O=[n+]1cc(-c2ccc(Cl)cc2)n([O-])c2c1CCC2
    -5	-8%	16	0.0%	-5	4	-1.2	-14	6
(20) CCOc1ccc(N(CC(=O)NC2CCCC2)C(=O)Cn2nnc(-c3ccc(C)o3)n2)cc1
    8	-18%	-3	3.0%	-2	4	-0.6	0	-2
(21) CCN(CC(=O)Nc1c(F)cccc1F)C(=O)CCC(=O)c1ccc(C)cc1
    -4	/	-5	0.1%	2	/	0.2	-4	1
(22) COc1ccc(-c2noc(CSc3nc(N)cc(=O)[nH]3)n2)cc1OC
    -23	3%	3	0.2%	3	-10	1.3	-9	4
(23) Cc1c(C(=O)Nc2ccc(F)cc2)cn2c(nc3ccccc32)c1C#N
    -2	10%	-2	22%	-1	8	0.1	8	3
(24) CC12CC(NC(=O)N1CCc1ccccc1)c1ccccc1O2 (stereo not drawn)
    5	?	11	0.3%	-4	-4	-0.9	8	20
(25) CCN1C(=NCCOC)N[C@@H](c2cccs2)C(C(=O)OC)=C1C
    /	2%	2	-2.7%	-6	-4	1.2	6	2
(26) O=C(CC1Sc2ccccc2NC1=O)NNC(=O)Nc1ccc(Cl)cc1 (stereo not drawn)
    -20	12%	0	-0.8%	-3	0	0.1	-3	3
(27) COc1ccc(-c2cnnn2-c2ccc([N+](=O)[O-])cc2)cc1
    -3	1%	1	1.4%	-8	-3	-0.9	1	2
(28) COc1ccc(C2C=C(c3ccc(F)cc3)Nc3nc(-c4ccc(Cl)cc4)nn32)cc1 (stereo not drawn)
    -26	25%	7	4.1%	-4	9	-1.0	9	38*
(29) CCCCCCN1C(=O)C(O)=C(C(C)=O)C1c1ccccc1[N+](=O)[O-] (stereo not drawn)
    0	-11%	-4	-1.5%	8	7	0.0	9	6
(30) CCN1C(=O)C(=O)N(CC(=O)N2CCN(c3ccccc3)CC2)C1=O
    -5	/	4	0.3%	-4	-2	0.1	-3	2

Arranged by value in RXFP1 antagonist (largest number first): three of the compounds above.
nr | Structure | RXFP1 antagonist
20 | CCOc1ccc(N(CC(=O)NC2CCCC2)C(=O)Cn2nnc(-c3ccc(C)o3)n2)cc1 | 8
13 | Cc1cc(C)cc(NC(=O)CSc2c(C(C)C)cnc3c2c(=O)n(C)c(=O)n3C)c1 | -5
22 | COc1ccc(-c2noc(CSc3nc(N)cc(=O)[nH]3)n2)cc1OC | -23

Next structures.
Value order – RXFP1 antagonist	Apoferritin bind	TRHR PAM	RXFP1 agonist	D1 PAM	D2 potentiator	TRHR agonist	D1 antagonist	D1 ag
(31) COc1cccc(-c2ccc3ncnc(NCc4cccs4)c3c2)c1
    /	-11%	-5&2	1.6%&-0.8%	3&-3	-11	0.4&0.1	1&11	2&3
(32) Cc1ccc(N2C(=O)c3n[nH]c(C)c3C2c2ccccn2)cc1 (stereo not drawn)
    6	-4%	2	-2.1%	0	-6	0.4	10	1
(33) COc1ccc(-c2noc(CCC(=O)N(C)c3cc(Cl)ccc3OC)n2)cc1
    /	-9%	-6	1.4%	-3	23	-0.2	-27	15
(34) Cc1ccccc1OC(=O)c1cccc(S(=O)(=O)N2CCN(C)CC2)c1
    -4	/	-3	0.1%	-9	-6	0.8	-6	5
(35) O=C(CN1CCOCC1)NCCc1ccccc1
    -4	-2%	-3	-0.3%	-3	5	0.1	-7	2
(36) COc1ccc(NC(=O)CN2C(=O)C(C)Oc3ccc(C)cc32)cc1 (stereo not drawn)
    -10	-8%	2	-1.6%	0	-5	-0.1	-7	1
(37) C=CCN(c1ccccc1)S(=O)(=O)c1cccc(C(=O)Nc2cccc(C)n2)c1
    4	/	-4	-2.3%	-2	-6	1.5	-10	10
(38) O=C(Nc1ccccc1)c1ccc(=O)n(Cc2ccc(F)c(F)c2)c1
    -62*	-8%	9	-0.6%	-3	-3	0.1	-14	9
(39) COC(=O)C1=C(C)NC2=C(C1c1ccc(O)cc1)S(=O)(=O)c1ccccc12 (stereo not drawn)
    7	413%[activator]	-2	2.7%	-5	-16	-0.1	-18	2
(40) CCCCN(C(=O)c1cccc(S(=O)(=O)N(C)c2ccc(C)cc2)c1)c1c(N)n(CCCC)c(=O)[nH]c1=O
    -12	/	14	0.6%	-1	-4	-1.0	23	-1
(41) COCc1cc(C)nc(Nc2ccc(C)c(C)c2)c1C#N
    4	-8%	3	?	2	/	0.5	4	7
(42) O=C(Nc1cc2c(cc1Br)OCCCO2)c1ccccc1
    /	2%	-4	0.4%	-5	-3	-0.5	11	3
(43) O=C(Nc1cc(F)ccc1F)C1COc2ccccc2C1 (stereo not drawn)
    -16	-21%	3	-0.8%	2	9	0.2	-10	3
(44) CCc1ccc(NC(=O)N(C2CCC(C)CC2)C2CCN(C(C)=O)CC2)cc1 (stereo not drawn)
    -3	-24%	5	0.4%	4	-2	-1.2	-5	1
(45) CC(NCc1nc2ccccc2n1C)C12CC3CC(CC(C3)C1)C2 (stereo not drawn)
    -23	?	0	4.3%	0	-20	1.3	15	6
(46) COc1ccc(C(=O)n2cnc(N)n2)cc1
    -4	-5%	-1	2.7%	-1	2	1.0	2	0
(47) COC(C[C@H]1O[C@@H]1[C@@H](O)COCc1ccccc1)OC
    /	-3%	2	-3.8%	16	10	-0.3	4	5
(48) COc1ccc(S(=O)(=O)N2CCOCC2)cc1NC(=O)CSc1nnc2ccccn12
    /	-5%	16	3.5µM*	-8	-14	0.1	-2	1
(49) Cc1oc(-c2cccc(C(F)(F)F)c2)nc1CN1CCN(c2ccccn2)CC1
    -31	-20%	3	0.0%	-3	-19	1.7	3	0
(50) O=C(CN1CCCC1)NC12CC3CC(CC(C3)C1)C2
    /	-12%	7	1.1%	-7	-7	0.5	7	2
(51) NNC(=O)CN1C(=O)Nc2ccc(Br)cc2C1c1ccccc1 (stereo not drawn)
    4	-6%	6	-0.4%	-5	2	-0.4	10	0
(52) CC(C)(C)c1ccc(C(=O)C2CCCN(C(=O)C3CCOCC3)C2)cc1 (stereo not drawn)
    0	-19%	-3	-1.7%	5	10	-0.3	1	3
(53) CCC(Sc1nncn1C)C(=O)Nc1ccccc1OC (stereo not drawn)
    -4	11%	10	-1.6%	17	17	-0.1	4	4
(54) Cc1nc2c(sc3nc4c(cc32)COC(C)(C)C4)c(=O)o1
    -2	-2%	-5	0.0%	-1	-11	0.6	2	1
(55) CCCCCCN=C(C)c1ccccc1O
    -7	-3%	5	-1.7%	-8	10	-0.4	-5	3
(56) CCOc1ccccc1NC(=S)Nc1ccccc1F
    -7	0%	1	2.2%	9	-1	-0.3	-1	1
(57) Cc1ccc(NC(=O)CCn2cnc3ccccc3c2=O)cc1Cl
    -13	4%	-2	5.1%	-5	0	-0.4	-11	0
(58) CCC1CCCCN1c1nc2c(C=O)c(C)nn2c2ccccc12 (stereo not drawn)
    -6	-5%	2	5.5%	3	4	0.6	0	0
(59) O=C1CC(c2ccco2)CC(O)=C1C=Nc1ccccc1-c1ccccc1 (stereo not drawn)
    11	?	-1	0.2%	-5	5	-0.1	-12	2
